Screening results from PubChem.
EPAC2 antag = qHTS for Antagonist of cAMP-regulated guanine nucleotide exchange factor 2 (EPAC2): primary screen. Rap guanine nucleotide exchange factor 4 (Homo sapiens), Q8WZA2. EPAC2 GEF exchange of Rap1B-BODIPY-GDP, fluorescence. Potency, µM (highest dose often 114 µM), for the others: at the highest dose activity, negative = inhibition, actives largely listed as inhibitors. 360,000 tested, 0.18% active. AID 720708, 2013; further: on the % scale 0 is the no-effect control and ±100 the full control effect; nearly all actives have a fitted effect of over 45% in size; many of its hits are not listed in these tables
Target sequence (Q8WZA2 whole entry, looked up): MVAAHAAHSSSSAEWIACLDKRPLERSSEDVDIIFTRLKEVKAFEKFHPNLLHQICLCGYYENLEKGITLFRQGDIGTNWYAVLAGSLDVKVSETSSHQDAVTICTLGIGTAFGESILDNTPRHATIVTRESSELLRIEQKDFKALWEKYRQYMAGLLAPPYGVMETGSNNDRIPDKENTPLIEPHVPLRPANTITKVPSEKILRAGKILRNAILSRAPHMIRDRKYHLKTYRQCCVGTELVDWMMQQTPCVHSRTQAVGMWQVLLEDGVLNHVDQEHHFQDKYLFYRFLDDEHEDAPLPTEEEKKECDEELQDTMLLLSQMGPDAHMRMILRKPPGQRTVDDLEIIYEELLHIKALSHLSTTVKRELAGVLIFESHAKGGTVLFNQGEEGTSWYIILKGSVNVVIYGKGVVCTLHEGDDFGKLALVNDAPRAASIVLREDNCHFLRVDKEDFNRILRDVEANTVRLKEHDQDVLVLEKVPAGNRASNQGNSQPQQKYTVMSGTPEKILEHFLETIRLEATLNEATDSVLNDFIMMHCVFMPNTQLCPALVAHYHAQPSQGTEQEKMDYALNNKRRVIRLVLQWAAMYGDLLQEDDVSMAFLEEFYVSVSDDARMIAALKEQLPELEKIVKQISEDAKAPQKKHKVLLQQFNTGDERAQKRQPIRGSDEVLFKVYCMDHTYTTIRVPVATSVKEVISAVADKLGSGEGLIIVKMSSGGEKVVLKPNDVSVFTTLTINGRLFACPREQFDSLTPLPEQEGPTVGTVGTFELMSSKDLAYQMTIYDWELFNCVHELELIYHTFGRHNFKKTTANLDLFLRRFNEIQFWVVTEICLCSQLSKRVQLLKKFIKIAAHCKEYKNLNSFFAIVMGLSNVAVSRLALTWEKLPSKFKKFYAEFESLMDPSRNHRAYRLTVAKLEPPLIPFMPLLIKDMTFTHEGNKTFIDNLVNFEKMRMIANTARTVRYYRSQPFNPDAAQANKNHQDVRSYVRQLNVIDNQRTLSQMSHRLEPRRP
HepG2 tox = qHTS for Inhibitors of TGF-b: Cytotox Counterscreen. Potency, µM (titrated, usually from 46.1 µM), inactives show top-dose activity change, negative = cytotoxicity, actives largely listed as cytotoxic. HepG2 CAGA-GFP viability, ATP luminescence, 18 h. 410,000 tested, 0.76% active; further: some results filed as inactive show a strong effect at the top dose
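CellTiter-Glo luminescence gave cytotoxicity after 18 hours at 37 degrees C. The cells were HepG2 CAGA-GFP in 1% FBS DMEM, stimulated with 500 pg/mL TGF-beta after compound addition. %Activity was normalised to no-cell wells (complete cell-killing) and DMSO (no toxicity), and curves were fitted and classified.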
MCF10A rerep = A quantitative high throughput screen for small molecules that induce DNA re-replication in MCF 10a normal breast cells | MCF 10A DNA re-replication, Hoechst nuclear intensity, 48 h | Potency, µM (series often up to 46.1 µM), inactives show at the highest dose activity, positive = re-replication, usual class: activators | 350,000 tested, 2.9% active | AID 624296, 2012; further: % of control where 0% means no effect; nearly all actives have a fitted effect of over 50% in size
A549 viability = Nrf2 qHTS screen for inhibitors: counterscreen for cytotoxicity. A549 ARE-Fluc cells, CellTiter-Fluor viability, 18-24 h. Potency, µM (titrated, usually from 46 µM), without a hit: at the highest dose activity change, negative = cytotoxicity, actives largely listed as inhibitors. 390,000 tested, 0.16% active; further: on the % scale 0 is the no-effect control and ±100 the full control effect
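A549 ARE_Fluc cells in 5% FBS OPTI-MEM were exposed to compounds in concentration-response for 18-24 h at 37 deg C. Viability was read by CellTiter-Fluor fluorescence (Ex 405/Em 525) after 30 min, before the luciferase read.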
ATXN2 expr inh = Primary qHTS for Inhibitors of ATXN expression | 360,000 tested, 0.72% active | HEK-293 ATXN2-luciferase reporter, luminescence, 24 h | Potency, µM (top dose mostly 57 µM), for the others: at the top dose activity change, negative = inhibition, actives largely listed as inhibitors; further: on the % scale 0 is the no-effect control and ±100 the full control effect; nearly all actives have a fitted effect of over 55% in size
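ATXN2-luciferase reporter cells (luciferase flanked by upstream and downstream ATXN2 gene portions) were treated 24 h at 37 °C with compounds at up to 57 uM. SteadyGlo luminescence gave expression; GF-AFC fluorescence gave viability.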
TGFb SMAD3 inh = qHTS for Inhibitors of TGF-b | HepG2 CAGA-GFP TGF-b/SMAD3 reporter, GFP fluorescence, 18 h; TGF-beta stimulated, 500 pg/mL final | Potency, µM (titrated, usually from 46.1 µM), inactives show top-dose activity, negative = inhibition, most hits filed as inhibitors | AID 588855, 2011 | 410,000 tested, 1.2% active; further: on the % scale 0 is the no-effect control and ±100 the full control effect; nearly all actives have a fitted effect of over 65% in size
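Smad-responsive CAGA-GFP expression was quantified in HEPG2 cells exposed to compounds and 500 pg/mL final TGF-beta for 18 h at 37 degrees C; unstimulated wells defined full inhibition.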
Nrf2 block = Nrf2 qHTS screen for inhibitors | Potency, µM (titrated, usually from 46 µM), without a hit: at the top dose activity change, negative = inhibition, actives largely listed as inhibitors | A549 ARE-Fluc reporter, luciferase luminescence, 18-24 h | 360,000 tested, 2.1% active; further: on the % scale 0 is the no-effect control and ±100 the full control effect; nearly all actives have a fitted effect of over 60% in size
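Cells were seeded and rested 2 h, then exposed to compounds for 18-24 h. CellTiter-Fluor was read first as a viability measure. BugLite was added 15 min before the final luminescent read of ARE-luciferase activity in A549 cells.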
Nrf2 ARE act = qHTS of Nrf2 Activators. AREc32 ARE-luciferase reporter (MCF7-derived line), luminescence, 24 h. 410,000 tested, 0.31% active. AID 624171, 2012. Potency, µM (doses to about 46.1 µM), inactives show at the top dose activation, usual class: activators; further: % of control where 0% means no effect; nearly all actives have a fitted effect of over 65% in size
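AREc32_Fluc, 1000 cells/well, OPTI-MEM + 5% FBS, o/n 37 deg C 5% CO2; 23 nL cpd by pin tool, 24 hr; Steady-Glo 30 min RT, luminescence.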
ATXN viability = Viability Counterscreen for Primary qHTS for Inhibitors of ATXN expression. S2 cells (HEK-293 line with an ATXN2-luciferase reporter) viability, CellTiter-Fluor protease fluorescence, 24 h. 400,000 tested, 0.49% active. Potency, µM (doses to about 56.7 µM), usual class: cytotoxic; further: nearly all actives have a fitted effect of over 40% in size
Starred values were filed as active, the others as inactive; i = inactive; ? = inconclusive; · = not tested or not shown; ! = not confirmed by another sample; [ ] = remark or other dose. The call rests on the fitted dose curve; in most records, active means well fitted curve in the direction sought with a large enough effect; inconclusive means small, poorly fitted or top-dose-only effect, or another doubt; inactive means no such curve, though single readings can be large; an effect the other way counts as inactive or inconclusive. Potency means the concentration at half of the fitted maximal effect. An excerpt. The share of hits here may be higher or lower than overall.

canonical_smiles | EPAC2 antag | HepG2 tox | MCF10A rerep | A549 viability | ATXN2 expr inh | TGFb SMAD3 inh | Nrf2 block | Nrf2 ARE act | ATXN viability
CCOc1ccc(S(=O)(=O)NCc2ccc3c(c2)OCO3)cc1C | ? | -52.0% | 5.0% | 1.3% | -12.2% | ? | 4.1% | -0.1% | i
Cc1cc(Cl)ccc1C(=O)C1CCCN(Cc2ccon2)C1 (centres undefined) | -0.6% | -12.3% | 0.5% | 1.3% | -15.9% | 0.5% | 0.0% | 0.1% | i
O=c1[nH]c(=S)n(CCC2=CCCCC2)c(O)c1/C=N/N1CCOCC1 | 0.6% | 27.1% | 18.4µM* | 10.6% | · | 20.6% | 4.7% | -0.1% | i
Cc1ccc2c(c1)C1C[N+](C)(CC(=O)c3ccccc3)CCC1N2C(=O)c1ccccc1Cl (centres undefined) | -6.2% | 4.9% | 1.4% | 8.3% | 4.8% | 12.6% | 0.6% | 1.8% | i
C/C(=N\Nc1ccccc1)c1c(O)n(-c2ccccc2)c(=O)[nH]c1=O | -3.0% | -3.8% | ? | 1.2% | -11.1% | -22.8% | -12.2% | 2.2% | i
Nc1ncn[nH]1 | 3.7% | -0.4% | -3.7% | 2.2% | -14.4% | 11.4% | 4.1% | -0.1% | ?
O=C(Nc1ccc(F)cc1F)c1cccn(Cc2ccccc2)c1=O | 3.8% | -12.6% | -38.3%[inhibitor] | -10.9% | 5.1% | 1.7% | ? | 2.8% | i
Cc1nc2ccccc2c(=O)n1-c1ccccc1C(F)(F)F | -11.9% | -0.4% | 1.0% | -7.7% | -19.4% | -4.2% | -2.1% | -0.6% | i
Cc1cc(N2CCOCC2)ccc1/C=C1\C(=O)NC(=O)N(c2ccccc2)C1=O | 4.1% | 0.5% | 2.1% | -4.7% | -8.7% | -0.1% | ? | -0.1% | i
Cn1c(O)c(N=Nc2cccc(S(=O)(=O)N3CCOCC3)c2)c(=O)n(C)c1=O | 0.5% | 12.1% | 3.2% | -14.7% | -26.3% | 12.2% | ? | 2.4% | ?
CN1CCCC2c3ccccc3CCC21 (centres undefined) | 4.3% | 18.8% | · | · | · | 9.7% | · | -0.3% | i
O=C1NC(=O)N(c2ccccc2)C(=O)/C1=C/c1ccoc1 | -7.8% | -15.4% | ? | 11.0% | 3.0% | 34.7%[activator] | 15.6% | -0.6% | i
CC(=O)c1c(C)n(Cc2ccccc2Cl)c2ccc(O)cc12 | -2.0% | -29.9% | -8.0% | -7.7% | -23.3%[11.3 µM] | 6.6% | -0.7% | -0.4% | i
COc1c(O)ccc2c1-c1c3c(cc4c1C(C2)N(C)CC4)OCO3 (centres undefined) | 9.6% | 4.2% | 2.2% | -0.1% | 1.5% | 6.7% | 21.0% | 0.3% | i
O=C(O)Cn1cc(/C=C2\C(=O)NC(=O)N(Cc3ccco3)C2=O)c2ccccc21 | -27.1% | 6.0% | 16.3% | -1.3% | -4.2% | 3.1% | -9.2% | -0.8% | i
Clc1ccc(COC(Cn2ccnc2)c2ccc(Cl)cc2Cl)cc1 (centres undefined) | ? | -94.5% | ? | -20.7% | 35.5µM*! | ? | ? | 7.4% | ?
O=P1(Oc2ccccc2)OCCCS1 (centres undefined) | -2.3% | -74.1% | -4.1% | 0.5% | -28.7% | 0.0% | -2.4% | 4.1% | i
COP(=O)(/C=C(\Cl)c1ccccc1)/C=C(\Cl)c1ccccc1 | ? | -29.8% | -6.0% | 0.2% | · | -1.9% | 6.5% | 1.0% | i
COc1ccc(C(=O)C2CCCN(C3CSCCSC3)C2)c(OC)c1 (centres undefined) | 0.3% | -0.7% | 17.1% | -2.1% | 11.2% | 11.7% | -6.7% | -0.1% | i
CN(C)c1ccc(CN2CC=C(c3ccc(F)cc3)CC2)cc1 | 12.9% | -19.0% | 2.5% | 6.5% | -22.3% | -5.8% | 5.1% | -0.1% | i
CCN(CC)CCCC(C)N=C(c1ccccc1)c1c(O)n(C)c(=O)n(C)c1=O (centres undefined) | 16.2% | 15.0% | -14.2% | -6.6% | 6.1% | 0.0% | 7.0% | 0.4% | ?
Cc1ccc2c(c1)C1CN(C)CCC1N2C(=O)Cn1cnc2c1c(=O)n(C)c(=O)n2C (centres undefined) | 3.6%[57.1 µM] | 2.3% | -7.5% | 1.2% | -1.7% | 2.4% | ? | 0.2% | i
O=C(N/N=C/c1cccc([N+](=O)[O-])c1)c1cnccn1 | 6.8% | 6.9% | ? | -2.3% | 13.5% | -4.8% | 24.3% | ? | i
C[n+]1ccc(-c2ccccc2)c2ccccc21 | 18.6% | -17.9% | -2.5% | -14.9% | -14.3% | ? | 1.46µM* | 0.5% | ?
COc1cccc(C(c2nnnn2C2CCCC2)N2CCC3(CC2)C(=O)NCN3c2ccccc2)c1OC (centres undefined) | -21.5% | 9.5% | · | · | ? | ? | · | -0.2% | ·
CCCCC1(CN2CCCC2=O)C(=O)NC(=O)NC1=O | 2.5% | -3.4% | -5.0% | -3.1% | 1.1% | -11.4% | 1.9% | 0.2% | i
CCOC(=O)CSCCOc1ccc(C=C2C(=O)NC(=O)NC2=O)cc1OC | 10.0% | -7.4% | ? | -9.6% | -0.7% | 5.2% | -10.3% | 3.8% | i
CC(=NCCN1CCCCC1)c1c(O)n(-c2ccccc2)c(=O)[nH]c1=O | 0.5% | 4.3% | -3.5% | -0.3% | -9.5% | 13.0% | -16.0% | -1.8% | i
Cc1ccnc(-n2c(-c3ccccc3)nc3ccccc3c2=O)c1 | 5.9% | 3.9% | 18.1% | 4.5% | 1.7% | 2.0% | 9.3% | -0.3% | i
COc1ccc(C(=O)c2nc3ccccc3n2C(C)C)cc1 | ? | -6.9% | -3.9% | 3.0% | -3.4% | -11.7% | -9.5% | -0.3% | i
O=C1NC(=O)N(c2ccc(Br)cc2)C(=O)/C1=C/c1ccsc1 | 4.4% | -19.0% | 0.0% | 6.7% | · | -11.4% | 6.9% | 0.5% | ?
COC1=C(C)C(=O)O[C@]12C(=O)C(C)=C1CCCCN3[C@H]([C@@H]4C[C@H](C)C(=O)O4)CC[C@]132 | -0.7% | -18.0% | 15.6% | -1.0% | 4.4% | ? | 5.4% | 0.7% | i
Cc1ccccc1CN1CCN(C(=O)Cc2ccccc2)CC1 | -5.1% | -3.7% | -1.7% | 5.6% | -17.3% | -8.0% | 25.0% | -0.4% | i
COc1ccc(-n2c(O)c(/C=C/C=Nc3ccccc3)c(=O)[nH]c2=O)cc1 | 54.1%[activator] | 19.5% | -29.9% | -11.1% | 9.2% | 0.0% | 7.3% | -0.5% | ?
COc1ccc(C(=O)C2CN(C)CC2c2ccc(Cl)cc2)cc1 (centres undefined) | ? | -8.8% | ? | -1.8% | -10.9% | -2.5% | 11.7% | 4.5% | i
c1ccc(C2CC3CC4(CCCC4)N2O3)cc1 (centres undefined) | 0.1% | -50.3% | -8.2% | 0.1% | -7.5% | -5.2% | 4.1% | -0.6% | i
O=c1[nH]c2ccccc2n1C1CCN(C(CCc2ccccc2)c2nnnn2C2CCCC2)CC1 (centres undefined) | 5.4% | -29.7% | · | · | 25.1µM* | ? | · | 0.5% | ?
C[C@@H](N)Cc1cnc[nH]1 | -10.3% | -14.0% | -6.2% | -7.2% | 0.1% | 1.1% | ? | 1.3% | i
CC(C)(C)C(=O)Nc1ccc(S(=O)(=O)N2CC3CC(C2)c2cccc(=O)n2C3)cc1 (centres undefined) | 16.8% | -9.0% | -1.1% | -2.7% | 7.2% | -15.1% | 4.4% | -0.1% | i
O=C(CCc1nc(-c2ccccc2F)no1)N1CCC2(CC1)OCCO2 | -3.3% | 2.2% | 2.5% | 6.5% | 20.0% | -23.1% | · | -0.1% | i
Cc1nn(C2CCOC(C)(C)C2)c2c1C(c1ccc3c(c1)OCO3)SCC(=O)N2 (centres undefined) | 3.6% | 5.4% | -6.2% | -1.4% | -3.9% | 6.7% | 9.4% | 0.3% | i

Structures from the list above with an NH in an aromatic ring (seven):
canonical_smiles | EPAC2 antag | HepG2 tox | MCF10A rerep | A549 viability | ATXN2 expr inh | TGFb SMAD3 inh | Nrf2 block | Nrf2 ARE act | ATXN viability
O=c1[nH]c(=S)n(CCC2=CCCCC2)c(O)c1/C=N/N1CCOCC1 | 0.6% | 27.1% | 18.4µM* | 10.6% | · | 20.6% | 4.7% | -0.1% | i
C/C(=N\Nc1ccccc1)c1c(O)n(-c2ccccc2)c(=O)[nH]c1=O | -3.0% | -3.8% | ? | 1.2% | -11.1% | -22.8% | -12.2% | 2.2% | i
Nc1ncn[nH]1 | 3.7% | -0.4% | -3.7% | 2.2% | -14.4% | 11.4% | 4.1% | -0.1% | ?
CC(=NCCN1CCCCC1)c1c(O)n(-c2ccccc2)c(=O)[nH]c1=O | 0.5% | 4.3% | -3.5% | -0.3% | -9.5% | 13.0% | -16.0% | -1.8% | i
COc1ccc(-n2c(O)c(/C=C/C=Nc3ccccc3)c(=O)[nH]c2=O)cc1 | 54.1%[activator] | 19.5% | -29.9% | -11.1% | 9.2% | 0.0% | 7.3% | -0.5% | ?
O=c1[nH]c2ccccc2n1C1CCN(C(CCc2ccccc2)c2nnnn2C2CCCC2)CC1 (centres undefined) | 5.4% | -29.7% | · | · | 25.1µM* | ? | · | 0.5% | ?
C[C@@H](N)Cc1cnc[nH]1 | -10.3% | -14.0% | -6.2% | -7.2% | 0.1% | 1.1% | ? | 1.3% | i
